# Bioassay records deposited in PubChem by several laboratories.
# STK33 inh: inhibitors of human STK33 kinase; Q9BYT3; purified STK33, MBP phosphorylation, ADP-Glo luminescence; inhibition, % at 10 µM; 320,000 compounds, 0.073% hits;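 active = inhibition at or above 25%, using the most active replicate where run in duplicate; inactive = inhibition below 25%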
# Target sequence (Q9BYT3 whole entry, looked up): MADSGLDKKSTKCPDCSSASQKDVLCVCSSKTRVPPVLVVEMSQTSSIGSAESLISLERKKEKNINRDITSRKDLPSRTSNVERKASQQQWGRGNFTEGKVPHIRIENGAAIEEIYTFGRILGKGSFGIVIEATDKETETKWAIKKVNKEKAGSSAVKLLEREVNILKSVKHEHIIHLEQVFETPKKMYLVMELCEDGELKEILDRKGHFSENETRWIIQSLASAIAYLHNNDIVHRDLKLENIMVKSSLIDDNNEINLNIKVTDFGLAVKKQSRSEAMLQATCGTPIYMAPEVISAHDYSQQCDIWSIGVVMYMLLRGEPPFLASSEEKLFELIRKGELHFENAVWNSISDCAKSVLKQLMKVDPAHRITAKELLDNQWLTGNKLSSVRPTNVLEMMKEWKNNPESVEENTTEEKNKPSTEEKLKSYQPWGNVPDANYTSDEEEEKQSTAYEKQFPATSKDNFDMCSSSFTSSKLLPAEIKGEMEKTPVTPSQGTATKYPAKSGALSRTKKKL
# OX1R antag-1: antagonists of human orexin 1 receptor (OX1R). O43613. AID 485270. 330,000 compounds, 1.8% hits. OX1R-expressing cells, FRET antagonist read-out. inhibition, % at 6.6 µM; in the data active = inhibition mostly above about 38%, no sharp cut-off; inactive = mostly below about 40%;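 also: 0% = agonist challenge alone and 100% = reference antagonist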
# Target sequence (O43613 whole entry, looked up): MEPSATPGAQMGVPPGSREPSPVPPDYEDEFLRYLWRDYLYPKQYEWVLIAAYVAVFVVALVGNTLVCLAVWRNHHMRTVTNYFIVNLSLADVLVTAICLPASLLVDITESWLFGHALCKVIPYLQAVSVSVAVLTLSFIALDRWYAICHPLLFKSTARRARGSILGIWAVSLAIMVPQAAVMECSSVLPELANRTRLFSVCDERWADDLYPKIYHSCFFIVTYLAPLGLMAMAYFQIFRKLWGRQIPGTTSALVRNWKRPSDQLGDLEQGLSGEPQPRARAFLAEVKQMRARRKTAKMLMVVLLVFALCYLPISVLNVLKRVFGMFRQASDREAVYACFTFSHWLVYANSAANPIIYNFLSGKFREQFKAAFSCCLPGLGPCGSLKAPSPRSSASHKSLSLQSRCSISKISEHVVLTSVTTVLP
# OX1R antag-2: blocks the human orexin 1 receptor. CHO/OX1R cells, Fluo-8 calcium fluorescence, orexin A. AID 434989. 330,000 compounds, 0.43% hits. inhibition, % at 5 µM. O43613;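 active = inhibition above its plate's threshold, mean inhibition of all tested compounds on the plate plus 3 SD, cut at about 37% in these data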;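 also: 0% = orexin A challenge wells and 100% = SB-334867-A antagonist wells; not every result past the cut was called active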
# The depositor's hits bear a star; x = not tested or not shown.
SMILES,STK33 inh,OX1R antag-1,OX1R antag-2
O=C(Nc1ccccc1NS(=O)(=O)c1ccc(F)cc1)C1CCCC1,0.2,63*,2
C/C(=C\c1ccccc1)CN1CCN(C(C)C)C(CCO)C1 (stereo not given),0.3,8,-9
CSc1nnc(-c2ccc(S(=O)(=O)N3CCCC3)cc2)n1C,-0.7,1,-15
COc1ccc(OCC(O)Cn2ccnc2C)cc1 (stereo not given),-0.9,7,-3
O=C(NCc1ccccc1C(F)(F)F)C1CC(c2ccc(C(F)(F)F)cc2)=NO1 (stereo not given),0.5,23,-3
CC(Sc1nnc(-c2ccc(Cl)cc2)n1C)C(N)=O (stereo not given),0.0,0,4
O=C1CS(=O)(=O)N(Cc2ccc(F)cc2)c2ccccc21,x,13,0
CCCCCCSc1ccc([C@@H]2[C@H]3C(=O)N(CC)C(=O)[C@H]3[C@]3(C(=O)OC)CCCCN23)cc1,1.1,4,-49
O=C(CNc1ccccc1F)N/N=C/C1CC=CCC1 (stereo not given),-1.3,4,-1
COc1ccc(C(CNC(=O)CCOc2ccccc2)N(C)C)cc1 (stereo not given),-2.0,19,-14
CNC(=S)N1CCN(c2ccc(Cl)c(Cl)c2)CC1,0.1,21,13
O=C(COC(=O)c1c(Cl)cccc1Cl)NC1CCCCCCC1,-3.4,12,-23
Cc1ccccc1N1CCN(C2CCCN(C(=O)c3cn4c(C)cccc4n3)C2)CC1 (stereo not given),-0.5,9,-8
Cc1ccc(C(=O)NCCC(=O)N2CCC3(CC2)NCCc2[nH]cnc23)cc1,-1.1,15,-2
CS(=O)(=O)N1CCC(C(=O)Nc2ccc(F)c(Cl)c2)CC1,-0.9,1,-13
COc1cc(C(C(=O)NC(C)(C)C)N(C(=O)CNC(=O)c2cccs2)c2cccnc2)cc(OC)c1OC (stereo not given),-0.1,-10,2
COC(=O)c1ccc(CSc2nnnn2Cc2ccccc2)cc1,0.1,-2,4
O=C1CC(c2ccccc2)Cc2nc(N3CCc4ccccc4C3)ncc21 (stereo not given),0.0,14,-53
O=C(/C=C/c1ccc(F)cc1)NCCc1ccc2c(c1)OCCO2,x,20,-24
COc1ccc(C2CC(c3ccc(Br)cc3)Nc3nc(N)nn32)cc1 (stereo not given),0.0,7,-1
COc1ccc(-c2cc(C(=O)NCc3ccco3)c3ccccc3n2)c(OC)c1,-1.6,4,-26
S=C1NCCOCCOCCOCCNC(=S)NCCOCCOCCOCCN1,-1.3,4,-21
CC(=O)Nc1nc(-c2ccc3c(c2)CCO3)cs1,0.9,16,-21
O=C(NCc1cn2ccsc2n1)c1c(F)cccc1Cl,-0.6,15,-26
CCN(CC)CCP(=O)(c1ccccc1)c1ccccc1,-1.5,17,-13

# Reprinted at random: four entries already listed, in no set order.
SMILES,STK33 inh,OX1R antag-1,OX1R antag-2
CCCCCCSc1ccc([C@@H]2[C@H]3C(=O)N(CC)C(=O)[C@H]3[C@]3(C(=O)OC)CCCCN23)cc1,1.1,4,-49
COc1ccc(C(CNC(=O)CCOc2ccccc2)N(C)C)cc1 (stereo not given),-2.0,19,-14
O=C1CC(c2ccccc2)Cc2nc(N3CCc4ccccc4C3)ncc21 (stereo not given),0.0,14,-53
O=C(CNc1ccccc1F)N/N=C/C1CC=CCC1 (stereo not given),-1.3,4,-1

# The main list resumes, starting 3 compounds before the break.
SMILES,STK33 inh,OX1R antag-1,OX1R antag-2
CC(=O)Nc1nc(-c2ccc3c(c2)CCO3)cs1,0.9,16,-21
O=C(NCc1cn2ccsc2n1)c1c(F)cccc1Cl,-0.6,15,-26
CCN(CC)CCP(=O)(c1ccccc1)c1ccccc1,-1.5,17,-13
Cc1ccc(NC(=O)c2cc(S(=O)(=O)c3ccccc3)ccc2Cl)cc1,-0.4,32,-26
Cc1cc(C)nc(NS(=O)(=O)c2ccc(NC(=O)C3(c4ccc([N+](=O)[O-])cc4)CCCC3)cc2)n1,-1.9,5,17
CC(C)CC(=O)Nc1cccc(-c2cn3ccsc3n2)c1,-0.4,14,-32
CCCCN(C(=O)c1ccc([N+](=O)[O-])s1)c1c(N)n(CC(C)C)c(=O)[nH]c1=O,x,29,-8
Cc1nc(N2CCN(c3ccccc3O)CC2)c2c(-c3ccccc3)csc2n1,0.4,12,-38
CC1CCN(S(=O)(=O)c2ccc3c(c2)N(CC(=O)NCCCOC(C)C)C(=O)CS3)CC1,-1.2,16,-29
CCc1cc2cc(C(=O)Nc3ccc(F)cc3)sc2s1,-1.6,19,-12
O=C(Cc1c(O)c2ccccc2oc1=O)c1ccc(C(F)(F)F)cc1,0.4,2,-10
O=C(CCC(=O)Nc1ccc(F)cc1)N/N=C/c1cccnc1,-2.1,14,-3
CC(C)CCNC(=O)NC(=O)CSc1ncccn1,-1.2,17,-11
CN(C)C(CNC(=O)c1ccc2[nH]c(=O)c(=O)[nH]c2c1)c1ccco1 (stereo not given),-1.6,7,-2
N#Cc1c(C(F)(F)F)cc(-c2ccc(F)cc2)[nH]c1=O,-1.5,43,2
Cc1ccc(-n2c(-c3cc(-c4ccco4)[nH]n3)n[nH]c2=S)c(Br)c1,0.2,20,-16
O=C(O)c1ccc(Cl)c(S(=O)(=O)NC(Cc2c[nH]c3ccccc23)C(=O)O)c1 (stereo not given),-0.4,-11,4
CC1(c2nnc(-c3ccc(F)cc3)o2)CC(c2c(Cl)cccc2Cl)=NO1 (stereo not given),-0.8,43,-24
CC(C)C(C(=O)Nc1nccs1)c1ccc(Cl)cc1 (stereo not given),-0.3,3,-11
NC(=O)c1ccc(Oc2ccc(C(N)=O)cc2)cc1,-0.9,2,-3
CCOc1cc(NC(=S)NCc2ccco2)c(OCC)cc1NC(=O)CC(C)C,0.5,14,15
COc1cc2c(cc1NC(=O)C1CCCO1)oc1ccccc12 (stereo not given),0.3,12,-10
Cc1ccc(Cn2c(=O)c3ccccc3n3c(SCC(=O)N4CCCCC4C)nnc23)cc1 (stereo not given),0.2,2,-28
O=C(NNS(=O)(=O)c1ccccc1[N+](=O)[O-])c1ccc(F)cc1,-1.2,7,3
CCCc1cc(=O)[nH]c2nnc(SCC(=O)NCc3ccc4c(c3)OCO4)n12,-0.1,20,-9
CC(C)NC(=O)N1CC(c2ccccc2)C(c2ccc(Cl)cc2)=N1 (stereo not given),-0.2,3,-39
Cc1c(O)ccc2c(CN3CCN(Cc4ccccc4)CC3)cc(=O)oc12,0.3,-4,-12
COc1cc(/C=C2\SC(=O)N(CC(=O)Nc3cccc(C)c3)C2=O)ccc1OC(C)C(=O)O (stereo not given),-2.4,13,-12

# Three compounds from above, limited to OX1R antag-2.
compound | OX1R antag-2
CC(C)NC(=O)N1CC(c2ccccc2)C(c2ccc(Cl)cc2)=N1 (stereo not given) | -39
CC(C)CCNC(=O)NC(=O)CSc1ncccn1 | -11
Cc1cc(C)nc(NS(=O)(=O)c2ccc(NC(=O)C3(c4ccc([N+](=O)[O-])cc4)CCCC3)cc2)n1 | 17

# Entries of single compounds from above. Order of screens: STK33 inh, OX1R antag-1, OX1R antag-2
# `CSc1nnc(-c2ccc(S(=O)(=O)N3CCCC3)cc2)n1C` reads -0.7, 1, -15
# `O=C(COC(=O)c1c(Cl)cccc1Cl)NC1CCCCCCC1` reads -3.4, 12, -23
# `CNC(=S)N1CCN(c2ccc(Cl)c(Cl)c2)CC1` reads 0.1, 21, 13
# `COC(=O)c1ccc(CSc2nnnn2Cc2ccccc2)cc1` reads 0.1, -2, 4

# Next section
SMILES,STK33 inh,OX1R antag-1,OX1R antag-2
c1ccc(CCN(Cc2ccccc2)C2CCN(C3CCCC3)CC2)cc1,10,23,-23
CCCCn1c(N)c(N(CC(C)C)C(=O)c2ccc(N3C(=O)c4ccccc4C3=O)cc2)c(=O)[nH]c1=O,14,28,-25
O=C(NC1CCCC1)C(c1ccc(F)cc1)N(Cc1ccccc1)C(=O)c1csnn1 (stereo not given),-1.4,15,-37
Cn1c(=O)cc(SCC(=O)NCC2COc3ccccc3O2)c2ccccc21 (stereo not given),-2.3,14,-21
COc1cccc(C(=O)NCC(=O)OCC(=O)NC2CCCCC2)c1,0.1,0,-14
O=C(c1ccc(F)cc1)N1CCCC(C(=O)N2CCCCC2)C1 (stereo not given),-1.3,26,-15
CCN1CCCC1CNC(=O)Cn1cnc2sc(C)c(S(=O)(=O)N3CCC(C)CC3)c2c1=O (stereo not given),-4.4,15,-13
CCN1C(=O)CSc2ccc(C(=O)NCc3ccc(OC)cc3)cc21,-0.9,11,-15
COc1cc(CNCCc2ccccc2F)ccc1OCc1ccc(Cl)nc1,0.7,7,-22
O=C1OCc2cc(NS(=O)(=O)c3cccs3)ccc21,-0.1,-2,-12
CC(=O)NCC(=O)OC(C)C(=O)Nc1ccc(C(C)=O)cc1 (stereo not given),-2.4,10,-15
CCOC(=O)CN(C(=O)COc1nc(C)cc(C)c1C#N)c1ccc(Cl)cc1,-0.8,19,-25
COc1cc(C=O)ccc1OCc1cccc(Br)c1,-0.1,4,-13
CC1(C)CC(NC(=O)c2cccc([N+](=O)[O-])c2)CC(C)(C)N1,-0.6,35,4
COc1ccc(C23CC4CC(CC(C4)C2)C3)cc1C(=O)NCCN(C)C,-0.4,4,-11
CCOC(=O)c1cc2sccc2n1CC(=O)O,-4.4,14,-9
O=C(Cn1cnc2c(oc3ccccc32)c1=O)c1ccccc1,-1.1,23,-28
Cc1cc(C(=O)NCc2ccc(C(=O)O)o2)c(C)o1,-1.4,17,2
CCOC(=O)C1=CN(Cc2cccc(F)c2)S(=O)(=O)N(CC)C1CCc1ccccc1 (stereo not given),x,6,16
COc1cc(C(=O)Nc2ccc(S(=O)(=O)Nc3nccc(C)n3)cc2)c([N+](=O)[O-])cc1OC,-1.0,31,-9
CC(C)(C)Nc1ncnc2sc(-c3ccccc3)cc12,2.1,27,-5
CC(C)(C)c1ccc(C(=O)NC(=S)Nc2nc3c(s2)CCCC3)cc1,-1.4,24,-8
CCN(CC)C1CC(=O)N(c2ccc(Br)cc2)C1=O (stereo not given),-0.2,-5,-2
Cc1cc(NC(=O)CSc2nnc(C3CC3)n2N)c([N+](=O)[O-])cc1C,-0.6,26,-11
CCOC(=O)N1CCC(N2Cc3cccc(C(=O)N4CCN(c5cccc(Cl)c5)CC4)c3C2=O)CC1,0.0,14,-29
SMILES,STK33 inh,OX1R antag-1,OX1R antag-2
CC(C(=O)NCC1(c2ccccc2)CCOCC1)N1CCOCC1 (stereo not given),-1.3,-4,-4
CCOc1ccc(OCC)c2sc(C)nc12,-0.3,4,-15
CCc1onc(C)c1C(=O)Nc1cc(C)ccc1OC,-0.4,6,-25
CCOc1ccccc1N(C)C(=O)c1sc2ncn(CC(=O)N3CCCCC3C)c(=O)c2c1C (stereo not given),0.6,23,-12
CCOC(=O)N1CCN(C(=O)c2ccc3oc(CCCc4ccccc4)nc3c2)CC1,-0.2,9,-24
Cc1noc(C)c1CSc1nc2ccccc2c(=O)n1-c1ccc(F)cc1F,-1.3,14,-39
O=S(=O)(c1ccccc1Br)N1CCC(O)(c2cccnc2)CC1,-1.2,18,-12
COc1ccc(OC2C(=O)N(Cc3ccc4c(c3)OCO4)C2c2cccs2)cc1 (stereo not given),0.7,17,58*
CCn1c(SCC(=O)NNC(=S)Nc2ccccc2)nnc1-c1ccc(Cl)cc1,-0.9,2,-15
O=S(=O)(Nc1cccc(-c2cn3c(n2)SCC3)c1)c1cccs1,0.6,56*,1
CC(C)CN(C(=O)c1cccc(S(=O)(=O)N2CCN(C)CC2)c1)C1CCS(=O)(=O)C1 (stereo not given),-1.8,14,-11
COc1ccc(S(=O)(=O)Nc2ccc3oc4ncccc4c(=O)c3c2)cc1OC,0.1,21,-12
COc1ccc(/C=N/NC(=O)c2ccc(-c3ccccc3)cc2)cc1O,0.4,3,-21
CC1CCCCC1NC(=O)c1ccncc1 (stereo not given),0.1,8,-8
CC(=O)c1ccc(Nc2ccc(-c3ccccc3F)nn2)cc1,-0.2,23,-17
COC(=O)c1ccc(COc2ccc(C=O)cc2OC)o1,0.1,7,-6
O=S(=O)([O-])CCC[N+]1(CC#Cc2ccccc2)CCCCC1,-0.3,28,-10
O=[N+]([O-])c1ccc(/C=C2\CCC(C3=CCCC3)=C2N2CCOCC2)cc1,-0.4,33,-21
CCn1c(COc2cccc(C)c2)nnc1SCC(=O)Nc1cccc(C(=O)OC)c1,-0.6,13,-5
COc1cc(/C=N/NC(=O)c2ccccn2)ccc1OC(=O)c1ccccc1Br,-1.4,10,-20
CC(=O)N(C)c1ccc(NS(=O)(=O)c2cc(Cl)ccc2Cl)cc1,-0.3,-3,-13
Cc1sc2ncnc(SCC(=O)N(C(C)C)C(C)C)c2c1C,x,25,-30
CCSc1nnc(-c2ccc(OC)cc2)o1,0.5,15,-3
COc1ccccc1NC(=O)CNC(=O)c1ccccc1,-4.8,11,-5
CCCNC(=O)CN(c1ccc(F)cc1)S(=O)(=O)c1ccc2c(c1)OCCO2,-1.0,20,-25
Cc1ccc(Nc2cnn(C34CC5CC(CC(CC(=O)O)(C5)C3)C4)c(=O)c2Cl)cc1C,-1.6,18,3
Cc1cccc(N=C2NC(=O)/C(=C/C=C/c3ccco3)S2)c1,0.1,15,-6
O=C(Oc1cccc(OC(=O)N2CCCCC2)c1)N1CCCCC1,-0.4,9,-12

# Rows were taken by chance; overall some 2.2% were active at least once.
